Screening data from PubChem BioAssay.
KOR beta-arrestin-1 – KOR agonists, beta-arrestin recruitment, primary screen, cell-based, luminescence, uHTS (AID 1777) | KOR beta-arrestin recruitment, luminescence; higher % means a stronger effect | one-dose activation, % at 10 µM; EC50 in µM for titrated hits | 280,000 tested, 0.02% active; in the data active means activation above about 50%, passing the limit was not always enough; further: a part of the inactive calls stands beside numbers as strong as those of hits
Siah-1 displacement – blockers of Siah-1 interaction with plectin peptide – biochemical, fluorescence polarization, rhodamine-plectin, uHTS, primary screen (AID 1817). Siah-1 / rhodamine-plectin peptide fluorescence polarization; higher % means a stronger effect. displacement, % at 20 µM; hits with a dose series show IC50 in µM. 290,000 tested, 0.02% active;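 active means displacement of at least 50% at 20 µM, with a fluorescence ratio check between 0.3 and a set limit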;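 further: plate controls were Siah plus tracer with DMSO for no effect and tracer alone without Siah for full effect; strong numbers were not always called active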
NOD1 NF-kB reporter – NOD1 signaling inhibitors, primary screen, cell-based, luminescence, uHTS (AID 1578); inhibition, % at 4 µM, or EC50 in µM where a hit was titrated; 290,000 tested, 1% active; NOD1-driven NF-kB luciferase reporter cells, luminescence; higher % means a stronger effect; in the data active means inhibition mostly above about 36%, no sharp cut-off; inactive means mostly below about 34%;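 further: HEK-293T reporter cells stimulated with the NOD1 agonist gamma-tri-DAP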
NOD2 inhibition – NOD2 signaling inhibitors, cell-based, luminescence, uHTS, HEK293 (AID 1566); HEK293 NOD2/NF-kB luciferase reporter, luminescence; higher % means a stronger effect; inhibition, % at 4 µM; hits with a dose series show EC50 in µM; 290,000 tested, 0.63% active; further: many of its hits are not listed in these tables
Myeloid diff 2 – myeloid differentiation induction | 360,000 tested, 1% active | AID 624256 | ER-HoxA9 myeloid progenitors, lysozyme-GFP differentiation, flow cytometry | calls only at 10 µM;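 active means normalized GFP-positive differentiation at or above the plate's own cutoff, the solvent-only control mean plus 3 SD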;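 further: cells exposed to compound for four days before flow analysis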
KOR beta-arrestin-2 – KOR antagonists, beta-arrestin recruitment, cell-based, luminescence, uHTS (AID 1778). inhibition, % at 10 µM, or IC50 in µM where a hit was titrated. KOR beta-arrestin recruitment, luminescence, antagonist mode; higher % means a stronger effect. 290,000 tested, 0.091% active; further: strong numbers were not always called active
LYP phosphatase – inhibitors of LYP phosphatase, biochemical, fluorescence intensity, uHTS (AID 1779) | recombinant LYP phosphatase, fluorescence intensity; higher % means a stronger effect | inhibition, % at 11.5 µM, or IC50 in µM where a hit was titrated | 290,000 tested, 0.054% active;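 further: plate controls were vehicle with enzyme for no effect and no enzyme for full effect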
HIV fusion peptide – cell-free HIV fusion peptide-binding blockers – biochemical, uHTS, fluorescence dequenching, primary screen (AID 1986); cell-free peptide binding, fluorescence dequenching, 30 min; higher % means a stronger effect; one-dose inhibition, % at 20 µM; IC50 in µM for titrated hits; 290,000 tested, 0.3% active; in the data active means inhibition mostly above about 52%, no sharp cut-off; inactive means mostly below about 76%; further: some results filed as inactive read as strong as hits
PhoP inhibition – PhoP-dependent GFP reporter repression – Salmonella Typhimurium, primary screen (AID 1863); S. Typhimurium PhoP-regulated promoter GFP reporter, 4 h; higher % means a stronger effect; inhibition, % at 50 µM, or IC50 in µM where a hit was titrated; 300,000 tested, 0.16% active;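 active means inhibition over 29.93%, a cutoff 3 SD above the screen mean, later confirmed by dose response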;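 further: 0% = low Mg2+ inducing control and 100% = high Mg2+ repressing control; strong numbers were not always called active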
Myeloid diff 2 GFP+ MAC1+ % – further read-out of Myeloid diff 2, marked with its call; GFP+ MAC1+ double positive, %; measured here: differentiation confirmed by MAC1 staining
* marks the source's active call; other numbers are inactive results; i = inactive; · = no result given; [ ] = remark or other dose. Unless noted, no stated cut-off is given here; in the data, active means inhibition above about 50%; inactive means the rest.

SMILES	KOR beta-arrestin-1	Siah-1 displacement	NOD1 NF-kB reporter	NOD2 inhibition	Myeloid diff 2	Myeloid diff 2 GFP+ MAC1+ %	KOR beta-arrestin-2	LYP phosphatase	HIV fusion peptide	PhoP inhibition
COc1ccc(C(=O)O)cc1S(=O)(=O)Nc1cccc(C(F)(F)F)c1	2.8%	1.5%	-4.9%	8.0%	i	1.2	-23.1%	-8.3%	1.4%	4.5%
Cn1nnnc1SCC(=O)NCc1cc([N+](=O)[O-])ccc1O	-3.6%	-1.0%	-29.4%	6.7%	i	0.1	4.1%	-2.5%	-0.3%	6.6%
O=C(C1CCN(C2CC(=O)N(c3ccc(Cl)cc3)C2=O)CC1)N1CCOCC1 (stereo not given)	-4.0%	3.7%	-6.1%	2.7%	i	0.1	44.2%	-8.7%	-0.9%	-8.2%
CCN(CC)S(=O)(=O)c1ccc(NC(=O)c2ccc(NS(C)(=O)=O)cc2)cc1	-1.2%	2.7%	·	9.3%	i	1.3	30.2%	-1.0%	-1.5%	-1.3%
Cc1oc(-c2ccccc2Cl)cc1-c1nn2c(-c3ccco3)nnc2s1	21.4%	11.4%	-155.1%	-63.4%	·	·	7.7%	-8.0%	2.8%	·
CSc1nsc(SCC(=O)Nc2nc3ccc(C)cc3s2)n1	-1.8%	8.8%	-25.6%	0.1%	i	0.4	-16.8%	-11.0%	0.7%	-8.8%
COc1ccc(NS(=O)(=O)c2ccc(N3CCCC3)c(NC(=S)Nc3cccc(C)c3C)c2)cc1	0.0%	-2.9%	-1.5%	10.9%	i	0.7	-13.6%	13.7%	1.7%	5.1%
Fc1ccccc1CCNc1nnnn1-c1ccccc1	2.8%	-2.7%	-11.9%	-0.5%	i	0.6	-12.0%	-1.3%	1.0%	-0.2%
COc1ccc(/C=C2\CCC(C3CCCC3)C2=O)cc1OC (stereo not given)	-2.4%	-0.2%	-10.6%	-19.3%	i	0.4	-11.8%	5.4%	0.6%	-4.0%
O=C(CCc1ccccc1)NCc1ccncc1	-1.6%	-2.3%	-6.8%	11.1%	i	0.1	-31.1%[20 µM]	-10.0%	0.9%	-6.4%
O=C1CN(C(=O)c2ccc(Br)o2)C(c2ccccc2)c2cc(Br)ccc2N1 (stereo not given)	6.4%	-4.6%	15.9%	7.3%	i	3.5	24.0%	7.4%	-4.0%	2.9%
Cc1nn(S(=O)(=O)c2cccs2)c(C)c1Sc1ccc([N+](=O)[O-])cc1	1.1%	1.5%	22.2%	13.9%	i	1.0	15.0%	-0.1%	-4.4%	1.5%
CCOC(=O)c1cc2c(nc1NC(=S)Nc1ccccc1)CC(C)(CC)OC2 (stereo not given)	-1.4%	1.0%	-15.4%	11.7%	i	0.1	7.8%	2.4%	1.4%	17.6%
O=C(Oc1cc(-c2ccccc2)no1)c1cccc(C(F)(F)F)c1	1.5%	0.0%	17.5%	1.0%	i	0.7	-21.5%	-6.2%	7.1%	-5.9%
COC(=O)c1nn2c(C(F)(F)F)cc(-c3ccc(Br)o3)nc2c1Br	5.5%	4.7%	-4.3%	5.0%	i	12.9	-14.4%	-2.8%	2.9%	·
Cn1cccc1-c1cc(C(=O)N/N=C/c2ccccc2Cl)[nH]n1	-0.4%	0.8%	13.8%	-7.1%	i	1.4	-48.0%	5.5%	5.7%	-6.1%
COc1cccc(CCC(=O)N(C)C2CCCN(Cc3ccccc3F)C2)c1 (stereo not given)	-7.2%	i	-37.9%	-24.4%	i	0.6	-14.4%[20 µM]	-3.8%	0.6%	-2.9%
C1CCc2nc3c(nc2C1)CCCC3	0.9%	5.1%	-3.1%	11.4%	i	2.5	-7.0%	-5.0%	-0.9%	-5.5%
CNC(=O)C12CC3CC(C1)CC(c1ccc(C)cc1)(C3)C2	-4.6%	5.1%	-34.8%	5.1%	i	1.0	-10.0%[20 µM]	-8.9%	-2.3%	0.5%
COc1ccc2c(c1)nc(SCC(=O)c1cccs1)n2C	0.6%	1.1%	1.7%	-10.8%	i	4.1	25.3%	-5.0%	-1.0%	7.2%
COc1cc2c(cc1OC)CN(C(=O)CSc1nc3[nH]ncc3c(=O)n1-c1ccccc1)CC2	-3.9%	2.5%	-18.2%	10.1%	·	·	6.9%	-0.2%	0.5%	5.5%
COc1cccc(C(=O)NCC(=O)N/N=C/c2cccs2)c1	2.7%	-9.2%	-3.1%	13.6%	i	0.3	93.9%	-2.2%	-1.8%	-6.8%
Cc1ccccc1S(=O)(=O)Cc1ccc(C(=O)NCCN(CC(C)C)CC(C)C)o1	-3.9%	-1.5%	7.3%	6.0%	i	0.5	43.3%	-3.9%	-1.9%	8.3%
Cc1[nH]c2ccccc2c1/C=C(\C#N)C(=O)NCC1CCCO1 (stereo not given)	-3.0%	0.8%	-14.2%	-6.9%	i	0.4	-9.3%	-6.3%	-1.2%	-2.0%
Cc1nc2ccccc2nc(=O)c1NNc1ccccc1	3.7%	0.5%	-12.2%	-177.4%	i	0.5	-16.8%	2.5%	-0.1%	-10.2%

Nothing new here: entries from further up.
SMILES	KOR beta-arrestin-1	Siah-1 displacement	NOD1 NF-kB reporter	NOD2 inhibition	Myeloid diff 2	Myeloid diff 2 GFP+ MAC1+ %	KOR beta-arrestin-2	LYP phosphatase	HIV fusion peptide	PhoP inhibition
Cc1[nH]c2ccccc2c1/C=C(\C#N)C(=O)NCC1CCCO1 (stereo not given)	-3.0%	0.8%	-14.2%	-6.9%	i	0.4	-9.3%	-6.3%	-1.2%	-2.0%
Cc1nc2ccccc2nc(=O)c1NNc1ccccc1	3.7%	0.5%	-12.2%	-177.4%	i	0.5	-16.8%	2.5%	-0.1%	-10.2%

The main list resumes; the two compounds before the break are reprinted first.
SMILES	KOR beta-arrestin-1	Siah-1 displacement	NOD1 NF-kB reporter	NOD2 inhibition	Myeloid diff 2	Myeloid diff 2 GFP+ MAC1+ %	KOR beta-arrestin-2	LYP phosphatase	HIV fusion peptide	PhoP inhibition
Cc1[nH]c2ccccc2c1/C=C(\C#N)C(=O)NCC1CCCO1 (stereo not given)	-3.0%	0.8%	-14.2%	-6.9%	i	0.4	-9.3%	-6.3%	-1.2%	-2.0%
Cc1nc2ccccc2nc(=O)c1NNc1ccccc1	3.7%	0.5%	-12.2%	-177.4%	i	0.5	-16.8%	2.5%	-0.1%	-10.2%
COc1ccc(C(=O)N2CCc3cc(OC)c(OC)cc3C2c2cccc([N+](=O)[O-])c2)cc1OC (stereo not given)	-3.2%	-0.8%	6.6%	11.0%	i	2.5	-11.5%	-6.1%	-1.0%	-14.6%
COc1ccc(-c2csc(NC(=S)NC(=O)/C=C/c3ccco3)n2)cc1OC	11.5%	28.6%	-32.6%	-11.5%	·	·	-48.4%	9.0%	47.7%	-5.0%
Cn1c2c(c(=O)c3ccccc31)CCCC2	1.0%	6.6%	-1.9%	-11.9%	i	0.7	13.9%	-5.4%	-1.2%	-1.9%
COc1ccc(N(CC(=O)NC2CC3CCC2C3)S(=O)(=O)c2ccccc2)cc1OC (stereo not given)	5.0%	-1.2%	-0.3%	1.3%	i	0.8	6.6%	-7.7%	-2.1%	1.9%
CC(C)(C)c1cc(C(=O)NCC(=O)OCC(=O)c2cccc([N+](=O)[O-])c2)cc(C(C)(C)C)c1	10.1%	3.0%	-18.7%	13.2%	i	0.9	-1.8%	4.7%	0.1%	-9.3%
O=C1c2cccnc2C(=O)N1Cc1ccccc1	0.8%	-4.2%	-22.8%	5.7%	i	2.3	35.5%	-1.0%	-1.1%	8.7%
O=c1[nH]c(C2CCN(S(=O)(=O)c3ccccc3)CC2)nc2c1nnn2Cc1cccc(Cl)c1	7.8%	-1.0%	1.3%	0.8%	i	2.6	9.0%	-15.5%	1.2%	-3.6%
C[n+]1ccccc1/C=C/c1cc(Br)ccc1O	-4.0%	6.1%	0.6%	23.0%	i	0.7	-31.6%	-6.4%	-2.6%	3.4%
COc1ccc(-c2[nH]c(-c3ccc(F)cc3)nc2SCC(=O)NC2CCCC2)cc1	0.5%	-5.1%	0.0%	4.3%	i	3.9	-7.1%	-2.3%	-0.2%	2.5%
CC(=O)Nc1ccc(NC(=O)C(C)OC(=O)/C=C/c2cn(-c3ccccc3)nc2-c2cccnc2)cc1 (stereo not given)	1.7%	1.0%	-13.3%	3.2%	i	0.3	37.1%	1.1%	1.2%	8.6%
CCCn1c(CN2CCN(C(C)=O)CC2)nc2cc(S(=O)(=O)N(C)C)ccc21	-0.8%	-1.6%	18.1%	3.0%	i	0.0	-33.1%	-8.5%	-0.9%	4.2%
CCc1noc(C)c1C(=O)Nc1nc(-c2ccc(F)cc2)c(C)s1	0.8%	-1.4%	-17.8%	4.6%	i	0.7	-8.3%	-2.9%	1.4%	-1.8%
CCCc1cc(=O)oc2cc(OCc3ccc(C(=O)O)o3)ccc12	1.4%	2.0%	2.0%	-14.3%	i	0.7	-45.3%	-2.1%	0.2%	3.7%
CCC1CN(C(=O)NCc2ccccc2)c2ccccc2O1 (stereo not given)	-3.8%	-0.6%	-9.7%	4.8%	i	0.5	9.3%	-7.6%	-1.6%	6.4%
COc1ccc(C2(O)CN(c3ccc(C)cc3)C3=[N+]2CCCC3)cc1 (stereo not given)	-1.6%	-0.7%	-39.5%	-3.2%	i	0.1	-4.4%[20 µM]	-0.5%	1.0%	-0.2%
Cc1ccc(CSc2ncnc3ccccc23)cc1	-4.0%	0.7%	-44.4%	3.2%	i	0.2	-19.4%	6.2%	1.6%	12.7%
O=C(NC(=S)NNC(=O)c1cccs1)c1ccccc1	-5.3%	-11.3%	9.4%	3.9%	i	4.2	7.6%	-7.6%	7.8%	0.8%
Cc1ccc(OCC(=O)NCCO)c(Br)c1	-3.7%	-2.4%	-29.3%	-13.9%	i	0.4	1.0%	-13.8%	0.7%	-8.3%
CCOC(=O)c1nnn(-c2nonc2N)c1-c1ccc(OC)cc1	-5.9%	7.6%	-17.3%	-4.6%	i	0.9	16.5%	-2.3%	-1.7%	-1.4%
COc1cc(Cl)ccc1OCc1cc(C(=O)N(C)CCc2c(C)n[nH]c2C)no1	0.9%	0.5%	-24.7%	2.8%	i	1.1	16.0%	-10.4%	1.2%	2.9%
CCC(Sc1nc(C)cc(C)n1)C(=O)NC1=NN=C(c2ccc(C)cc2)CS1 (stereo not given)	3.6%	-3.6%	·	5.1%	i	2.2	-5.4%	5.5%	-2.7%	-7.8%
CCN1CCN(C(c2ccc(OC)cc2)c2nnnn2Cc2ccc3c(c2)OCO3)CC1 (stereo not given)	-1.8%	1.0%	-33.4%	18.4%	i	0.3	-5.7%[20 µM]	-10.8%	-1.0%	6.3%
CN(C)CCO[C@@H](c1ccc(Cl)cc1)c1ccccn1	1.7%	-0.7%	-9.6%	15.2%	i	1.9	-13.3%	-7.1%	-0.4%	7.2%
CCn1c(CNc2ccccc2Cl)nnc1SCC(=O)NCc1ccccc1	-0.7%	6.0%	-16.0%	12.6%	i	4.4	14.0%	-4.8%	5.2%	-4.6%
CCOC(=O)c1ccc(NC(=O)CCC(CC)C(=O)O)cc1 (stereo not given)	4.3%	-3.0%	16.5%	-18.2%	i	0.1	-62.0%	0.8%	1.2%	-9.7%

A portion of the library; rates above refer to the full screens.
